# IL2 activator – activators of IL-2 | IL-2 activation reporter assay, cell-based qHTS; stimulated with anti-CD3/CD4/CD28 beads; in transgenic mouse T cells | activation, % (series mostly up to about 46 µM) | AID 652025 | hit rate 0.065% among 360,000; in the data active = activation above about 50%; inconclusive = mostly about 30% to 49%; note: 0% is about no effect
#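 Unstimulated transgenic mouse T cells; 60-min compound exposure; bead-based TCR/CD4/CD28 stimulation; 18 h culture, 37 degrees C; dual fluorescence (EGFP, DsRed) plate cytometry.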
# PI5P4Ka inh – blocks human PI5P4K alpha kinase activity; hit rate 1.2% among 330,000; PI5P4Kalpha enzyme, ADP-Glo luminescence, 60 min; stronger effect = lower value; max response, %; P48426; AID 652105; active = max response of -50% or lower; inconclusive = between -30% and -50%; inactive = -30% or higher; note: value at the top dose of about 77 µM; % is set by controls: 0 for no effect and ±100 for the full control effect
#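 Enzyme plus substrate dispensed, test compounds pinned in, then ATP (5 microM final) added. After 60 min at RT, ADP-Glo reagent 1 for 45 min and reagent 2 for 30 min preceded luminescence imaging.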
# GLP1R cytotox – cytotoxic in the GLP-1 receptor inverse agonist counter-screen. Potency, µM (highest dose often 38.3 µM), for inactives: top-dose activity change, negative = inhibition, most hits filed as inhibitors. HEK293 cAMP-luciferase reporter cells, luminescence, 24 h. hit rate 0.13% among 410,000;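 note: loss of luciferase light is scored as toxicity; potency is the fitted concentration of half-maximal effect; % is set by controls: 0 for no effect and ±100 for the full control effect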
#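 Step one: seed cells (200 cells/uL, DMEM with 10% Nu serum, 1% pen-strep). Step two: 12-hour incubation at 37 deg C. Step three: pin 23 nL compound, incubate 24 hr. Step four: add luciferase reagent, read luminescence 12 min later.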
# GLP-1R agonist – activates the human GLP-1 receptor; HEK293 GLP-1R CRE-luciferase, luminescence, 4-6 h; cells express a hypersensitive GLP-1R form; hit rate 0.007% among 380,000; Potency, µM (highest dose often 45.6 µM), for inactives: at the highest dose activation, most hits filed as activators; P43220; note: potency is the fitted concentration of half-maximal effect; % of control where 0% means no effect
# Target sequence (P43220 whole entry, looked up): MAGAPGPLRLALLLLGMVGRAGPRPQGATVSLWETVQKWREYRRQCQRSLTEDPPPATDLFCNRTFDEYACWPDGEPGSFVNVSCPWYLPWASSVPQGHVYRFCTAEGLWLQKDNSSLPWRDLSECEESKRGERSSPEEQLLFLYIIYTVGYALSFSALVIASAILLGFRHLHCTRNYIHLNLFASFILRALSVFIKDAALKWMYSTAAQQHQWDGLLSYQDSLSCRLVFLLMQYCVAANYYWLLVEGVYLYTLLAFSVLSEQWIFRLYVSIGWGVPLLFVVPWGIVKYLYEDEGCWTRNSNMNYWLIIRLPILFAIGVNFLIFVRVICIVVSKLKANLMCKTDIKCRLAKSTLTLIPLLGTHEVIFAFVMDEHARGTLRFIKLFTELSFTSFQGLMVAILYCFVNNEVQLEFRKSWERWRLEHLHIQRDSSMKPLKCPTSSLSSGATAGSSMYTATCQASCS
# GLP-1R inv ag – inverse agonists of human GLP-1 receptor; P43220; HEK293 GLP-1R CRE-luciferase, luminescence, 24 h; GLP-1R form is constitutively active; AID 624417; Potency, µM (top dose mostly 38.3 µM), for the others: at the highest dose activity change, negative = inhibition, hits mostly inhibitors; hit rate 1.6% among 410,000; note: potency is the fitted concentration of half-maximal effect; % is set by controls: 0 for no effect and ±100 for the full control effect; nearly all actives have a fitted effect of over 55% in size
#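 HEK293 cells stably co-expressing a cAMP-responsive luciferase reporter and constitutively active GLP-1R were seeded, incubated 12 h, then exposed to compounds for 24 h at 37 C. Luminescence was read 12 min after detection reagent; inverse agonists lower signal.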
# PLK1 PBD inh – inhibitors of human PLK1 polo-box domain binding. hit rate 2.8% among 360,000. P53350. AID 720504. Plk1 PBD binding of FITC phosphopeptide, fluorescence polarization. Potency, µM, without a hit: max response, negative = inhibition, usual class: inhibitors; note: potency is the fitted concentration of half-maximal effect; series mostly up to about 57 µM; % is set by controls: 0 for no effect and ±100 for the full control effect; nearly all actives have a fitted effect of over 65% in size
# Target sequence (P53350 whole entry, looked up, the tested form may be a part): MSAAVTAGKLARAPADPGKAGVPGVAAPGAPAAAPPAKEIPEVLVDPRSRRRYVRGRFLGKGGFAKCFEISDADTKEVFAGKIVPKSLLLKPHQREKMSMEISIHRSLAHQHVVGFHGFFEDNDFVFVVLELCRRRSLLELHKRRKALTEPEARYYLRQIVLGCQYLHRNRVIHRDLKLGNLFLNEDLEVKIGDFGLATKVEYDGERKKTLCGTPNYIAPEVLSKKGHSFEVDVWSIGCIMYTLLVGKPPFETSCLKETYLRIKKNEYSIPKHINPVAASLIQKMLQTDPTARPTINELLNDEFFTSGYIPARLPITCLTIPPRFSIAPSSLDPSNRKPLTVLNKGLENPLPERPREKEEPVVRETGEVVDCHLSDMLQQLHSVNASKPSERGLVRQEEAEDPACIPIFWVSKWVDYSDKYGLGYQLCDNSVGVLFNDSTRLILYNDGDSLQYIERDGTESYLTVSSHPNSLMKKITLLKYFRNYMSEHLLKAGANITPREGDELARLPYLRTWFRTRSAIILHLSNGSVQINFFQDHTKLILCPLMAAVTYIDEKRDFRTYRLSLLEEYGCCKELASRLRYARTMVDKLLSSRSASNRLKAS
# EPAC1 antagonist – EPAC1 (human) antagonism; O95398; EPAC1 GEF assay, Rap1b-BODIPY-GDP exchange fluorescence; Potency, µM (titrated, usually from 115 µM), for the others: at the top dose activity change, negative = inhibition, actives largely listed as inhibitors; hit rate 0.14% among 360,000;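 note: potency is the fitted concentration of half-maximal effect; plate controls were vehicle for no effect and positive control for full effect; nearly all actives have a fitted effect of over 50% in size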
# PTHR1 agonist – agonists of human PTHR1 parathyroid hormone receptor; Potency, µM (top dose mostly 115 µM), for the others: at the highest dose activation, usual class: activators; hit rate 0.075% among 410,000; HEK293 GP2 PTHR1 cells, GloSensor cAMP luminescence, 1 h; note: potency is the fitted concentration of half-maximal effect; nearly all actives have a fitted effect of over 55% in size; some results filed as inactive show a strong effect at the top dose; inactives centre near -15; many of its hits are not listed in these tables
#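 HEK-293-derived GP2 cells expressing PTHR1 and a GloSensor cAMP reporter, 3,000/well, plated overnight, given luciferin plus IBMX (each 0.5 mM as added) for 1 h at 37 °C, then compound for 1 h at 37 °C. Luminescence was read after 15 min at room temperature.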
# EPAC1 ag – agonists of human EPAC1. O95398. EPAC1 agonist qHTS, biochemical assay; response scale: 100% = response to 6.5 mM cAMP. Potency, µM (highest dose often 154 µM), without a hit: at the highest dose activation, usual class: activators. hit rate 0.073% among 360,000; note: potency is the fitted concentration of half-maximal effect; nearly all actives have a fitted effect of over 60% in size
#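 Compounds were pinned as a concentration titration into mixtures of EPAC1 (100 nM), BODIPY-GDP-loaded Rap1B (250 nM) and GDP (50 uM). After 5 min at room temperature, fluorescence was followed for 30 min; activity was scaled to 6.5 mM cAMP.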
# Numbers without * were called inactive; i = inactive; ? = inconclusive; . = no result given; & = joins results of further samples; [ ] = another dose, or the depositor's remark. Unless noted, calls come from the whole dose curve; as a rule, active = well fitted curve in the direction sought with a large enough effect; inconclusive = small, poorly fitted or top-dose-only effect, or another doubt; inactive = no such curve, though single readings can be large; an effect the other way counts as inactive or inconclusive. An excerpt. The share of hits here may be higher or lower than overall.
SMILES,IL2 activator,PI5P4Ka inh,GLP1R cytotox,GLP-1R agonist,GLP-1R inv ag,PLK1 PBD inh,EPAC1 antagonist,PTHR1 agonist,EPAC1 ag
CCOC(=O)Cc1cn2c(=O)cc(CSCC(=O)Nc3ccc(C)c(C)c3)nc2s1,-4.6,-28,-12%,2%,10%,-14%,10%,-16%,0%
CC(=O)NC1CCCC(NC(C)=O)C1 (stereo not given),0.2,4,-8%,-1%,-21%,1%,-3%,-9%,0%
COC(=O)c1cc(CN2C(=O)c3ccccc3C2=O)c(O)c([N+](=O)[O-])c1,-2.7,-14,-1%,-3%,7%,-1%,0%,i,-10%
O=C(Cn1nc(-c2ccccc2)ccc1=O)NCCN1CCN(c2cccc(Cl)c2)CC1,2.1,.,-5%,1%,0%,0%,6%,i,3%
Cc1nn(C)cc1CN(C)C(=O)c1nn2c(c1Br)NC(c1cccs1)CC2C(F)(F)F (stereo not given),0.9,2,-27%,22%,2%,-3%,2%,-7%,-3%
O=C(Nc1ccccc1)c1ccc(S(=O)(=O)N2CCC(C(=O)O)CC2)cc1,-2.1,-1,-18%,4%,8%,-2%,16%,i,1%
CSc1cccc(NS(=O)(=O)c2cccs2)c1,-0.9,.,-11%,3%,11%,4%,-2%,i,5%
CCCNS(=O)(=O)c1ccc(CCC(=O)Nc2cc(Cl)ccc2Oc2ccccc2)cc1,-0.9,8,-12%,-5%,?,-1%,6%,-51%[inhibitor][57.5 µM],2%
O=C(CSc1nnc(CNC(=O)C23CC4CC(CC(C4)C2)C3)n1-c1ccccc1)Nc1ccc(F)cc1,-1.7,1,-3%,1%,?,-9%,-11%,-18%,-20%
NS(=O)(=O)c1ccc(CCNC(=O)COC(=O)C2COc3ccccc3O2)cc1 (stereo not given),0.4,-2,-17%,-3%,-12%,-8%,19%,-2%,12%
O=c1c2ccccc2oc2ccc(C#CC3(O)CCCCC3)cc12,-0.1,-3,-27%,-1%,7.1µM*,2%,5%,-28%,3%
Cc1ccccc1CNC(=O)CCC(=O)N1CCOc2ccccc21,0.5,-2,6%,-7%,12%,-3%,-18%,i,9%
Cc1ccc(C(=O)Nc2ccc(F)cc2)cc1NC1=NC2CS(=O)(=O)CC2S1 (stereo not given),-1.0,-3,-7%,-2%,5%,5%,4%,-5%,4%
CCCCCC(=O)N(O)C1CC(=O)N(c2ccccc2)C1=O (stereo not given),-1.0,3,-1%,4%,4%,?,-4%,i,-1%
CCN(CC)C(=O)CSc1nnc(-c2ccccn2)n1Cc1ccccc1,-0.6,2,-15%,20%,-23%,-5%,6%,-13%,9%
Nc1cc(Cl)ccc1C(=O)OCC(=O)N1CCOCC1,1.5,5,1%,2%,22%,-9%,3%,-1%,-12%
COc1ccc(-c2nc3n(n2)C(c2ccccc2)C2=C(CCCC2=O)N3)cc1OC (stereo not given),-1.2,.,0%,23%,0%,3%,6%,i,8%
O=C(/C=C/c1ccc(N2CCOCC2)cc1)c1ccccc1,13,-5,15%,4%,15%,32%[activator],8%,-42%[inhibitor],?
COc1ccc(C2C3=C(CCCC3=O)NC3=C2C(=O)c2ccccc23)cc1 (stereo not given),-2.5,-9,?,6%,4%,-4%,?,-16%,0%
CCC(=NCCc1c(C)[nH]c2ccc(C)cc12)C1=C(O)CC(c2ccccc2)CC1=O (stereo not given),-4.7,0,?,18%,?,-20%,-4%,i,1%
COc1cc(C(=O)NCC(c2cccs2)N2CCOCC2)cc(OC)c1OC (stereo not given),-1.4,8,-3%,-5%,28%,7%,-13%,-10%,0%
CC1CCCC(NC(=O)COC(=O)c2ccc3ccccc3n2)C1C (stereo not given),-0.4,2,2%,-5%,-6%,16%,0%,i,-1%
CCC1CN(C(=O)NCc2ccccc2)c2cc(Cl)ccc2O1 (stereo not given),-0.2,3,7%&4%,-1%,?,9%,-21%,-14%,10%
O=C(Cn1c(NCCO)nc2ccccc21)c1cccs1,-3.2,-9,-1%,8%,-2%,-1%,-18%,i,7%
COc1ccc(S(=O)(=O)NCC2CCC(C(=O)NCCC(C)C)CC2)cc1 (stereo not given),0.1,6,-1%[1.53 µM],0%,8%,4%,16%,-5%,-18%
# Next section.
SMILES,IL2 activator,PI5P4Ka inh,GLP1R cytotox,GLP-1R agonist,GLP-1R inv ag,PLK1 PBD inh,EPAC1 antagonist,PTHR1 agonist,EPAC1 ag
COC(=O)c1ccc(COC(=O)Cc2n[nH]c(=O)c3ccccc23)cc1,-1.8,0,6%,18%,57%[activator],-20%,-21%,-18%,5%
c1ccc(-c2ccc3sccc3n2)cc1,1.7,5,-10%,-6%,14%,-1%,-4%,-34%[inhibitor],-22%
Cc1ccc2nc(NCc3ccccc3)c(C=NCc3cccnc3)c(=O)n2c1,-0.3,0,-1%,13%,5%,-9%,18%,-2%,-4%
COc1ccc2oc(=O)c(/C(C)=N/NC(=O)c3ccncc3)cc2c1,-3.0,1,19%,1%,16%,-29%,1%,-13%,0%
NC(=O)COC(=O)c1oc2ccccc2c1CSc1ccc(Cl)cc1,-2.6,4,-14%,2%,?,0%,-3%,-11%,7%
OC(CNc1nc2ccccc2s1)c1ccccc1 (stereo not given),-0.1,-7,-4%,9%,9%,-7%,-2%,-8%[57.5 µM],4%
COc1ccc(CNC(=S)Nc2ccccc2F)cc1,-0.3,2,3%,8%,-9%,-14%,-1%,i,12%
C=CCn1c(=O)c2ccccc2n2nnc(C(=O)OCC)c12,-0.8,11,12%,31%,26%,-11%,-13%,-2%,3%
Cn1c(C(=O)Nc2cccc(Cl)c2)cc2c(=O)n(C)c3ccccc3c21,.,.,-6%,2%,1%,.,.,-24%,.
CCN1CCN(Cc2nc3c(c(=O)n(C)c(=O)n3C)n2C(C)C(C)=O)CC1 (stereo not given),-0.5,0,3%,-1%,15%,-14%,4%,-20%[57.5 µM],3%
Nc1nc(-c2ccco2)nn1S(=O)(=O)c1ccc(Cl)cc1,1.1,1,2%,2%,46%[activator],-14%,-10%,-5%,16%
Clc1ccc(OCc2nn3c(-c4ccco4)nnc3s2)cc1,-3.0,-26,4%,-7%,2%,24µM*,-1%,-12%,1%
CCc1ccccc1NC(=O)CCC(=O)OCC(=O)c1ccc(-c2ccccc2)cc1,-0.7,?,8%,0%,15%,-13%,2%,-67%[inhibitor],-11%
NS(=O)(=O)c1ccc(CCNCc2cc(Cl)ccc2OCc2ccccc2)cc1,-4.6,-5,?,-8%,?,-11%,-11%,-30%,4%
O=C(O)CCc1ccc(-c2ccc(Br)cc2)n1-c1cccc(O)c1,-0.2,-10,2%,-3%,?,-26%,-10%,-13%,5%
Cc1cccc(CCNC(=O)C2CCC(=O)N(Cc3ccccc3F)C2)n1 (stereo not given),-2.4,-3,-12%,-7%,16%,-1%,-2%,i,-5%
Cc1cc(Br)c(OCc2ccc(C(=O)N/N=C3\CC4CC=CC34)cc2)c(Br)c1 (stereo not given),-0.1,13,-1%,3%,-18%,1%,-4%,i,1%
Oc1ccc2ccc3[nH]cnc3c2c1,1.6,-4,14%,8%,4%,-7%,-6%,i,-8%
CS(=O)(=O)c1ccc(C(=O)NC2CCCCC2)cc1,2.2,-8,8%,1%,7%,-11%,1%,-13%,0%
CCCCCCNC(=O)c1cc(S(=O)(=O)N2CCc3ccccc32)ccc1F,-3.2,1,11%,-2%,1%,-11%,-13%,-30%[inhibitor],5%
O=C(CC1Oc2ccccc2NC1=O)NCc1ccc(F)cc1 (stereo not given),.,.,4%,0%,6%,.,.,-46%[inhibitor],.
COc1cccc(NC(=O)CSc2ccc3nnc(CCNC(=O)c4ccccc4)n3n2)c1,-1.4,2,-20%,3%,4%,-15%,9%,i,10%
COc1cc(/C=N/NC2=NC(C)(C)Cc3ccccc32)cc(OC)c1OC,-0.6,1,-3%,8%,10%,?,7%,-3%,16%
O=[N+]([O-])c1cccc(N(CC(O)CN2CCCCC2)S(=O)(=O)c2ccccc2)c1 (stereo not given),1.5,4,1%,5%,-26%,-6%,-4%,-36%,-6%
O=c1[nH]cnc2scc(-c3ccc(F)cc3)c12,0.1,-7,-9%,-2%,-18%,-1%,3%,-6%[57.5 µM],-4%

# 2 records picked at random from the list so far, as already listed:
SMILES,IL2 activator,PI5P4Ka inh,GLP1R cytotox,GLP-1R agonist,GLP-1R inv ag,PLK1 PBD inh,EPAC1 antagonist,PTHR1 agonist,EPAC1 ag
Nc1nc(-c2ccco2)nn1S(=O)(=O)c1ccc(Cl)cc1,1.1,1,2%,2%,46%[activator],-14%,-10%,-5%,16%
CSc1cccc(NS(=O)(=O)c2cccs2)c1,-0.9,.,-11%,3%,11%,4%,-2%,i,5%

# Among those listed so far, 9 have a Cl atom.
SMILES,IL2 activator,PI5P4Ka inh,GLP1R cytotox,GLP-1R agonist,GLP-1R inv ag,PLK1 PBD inh,EPAC1 antagonist,PTHR1 agonist,EPAC1 ag
O=C(Cn1nc(-c2ccccc2)ccc1=O)NCCN1CCN(c2cccc(Cl)c2)CC1,2.1,.,-5%,1%,0%,0%,6%,i,3%
CCCNS(=O)(=O)c1ccc(CCC(=O)Nc2cc(Cl)ccc2Oc2ccccc2)cc1,-0.9,8,-12%,-5%,?,-1%,6%,-51%[inhibitor][57.5 µM],2%
Nc1cc(Cl)ccc1C(=O)OCC(=O)N1CCOCC1,1.5,5,1%,2%,22%,-9%,3%,-1%,-12%
CCC1CN(C(=O)NCc2ccccc2)c2cc(Cl)ccc2O1 (stereo not given),-0.2,3,7%&4%,-1%,?,9%,-21%,-14%,10%
NC(=O)COC(=O)c1oc2ccccc2c1CSc1ccc(Cl)cc1,-2.6,4,-14%,2%,?,0%,-3%,-11%,7%
Cn1c(C(=O)Nc2cccc(Cl)c2)cc2c(=O)n(C)c3ccccc3c21,.,.,-6%,2%,1%,.,.,-24%,.
Nc1nc(-c2ccco2)nn1S(=O)(=O)c1ccc(Cl)cc1,1.1,1,2%,2%,46%[activator],-14%,-10%,-5%,16%
Clc1ccc(OCc2nn3c(-c4ccco4)nnc3s2)cc1,-3.0,-26,4%,-7%,2%,24µM*,-1%,-12%,1%
NS(=O)(=O)c1ccc(CCNCc2cc(Cl)ccc2OCc2ccccc2)cc1,-4.6,-5,?,-8%,?,-11%,-11%,-30%,4%
